GPR151 ag: activators of human GPR151, primary screen, cell-based, PathHunter beta-arrestin, luminescence | PathHunter beta-arrestin GPR151 cells | activation, % at 11.2 µM | 650,000 compounds, 1% hits | AID 1508602, 2020; in the data active = activation above about 4.9%;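 note: 0% = median of compound wells and 100% = cells with positive control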
Target sequence (Q8TDV0 whole entry, looked up): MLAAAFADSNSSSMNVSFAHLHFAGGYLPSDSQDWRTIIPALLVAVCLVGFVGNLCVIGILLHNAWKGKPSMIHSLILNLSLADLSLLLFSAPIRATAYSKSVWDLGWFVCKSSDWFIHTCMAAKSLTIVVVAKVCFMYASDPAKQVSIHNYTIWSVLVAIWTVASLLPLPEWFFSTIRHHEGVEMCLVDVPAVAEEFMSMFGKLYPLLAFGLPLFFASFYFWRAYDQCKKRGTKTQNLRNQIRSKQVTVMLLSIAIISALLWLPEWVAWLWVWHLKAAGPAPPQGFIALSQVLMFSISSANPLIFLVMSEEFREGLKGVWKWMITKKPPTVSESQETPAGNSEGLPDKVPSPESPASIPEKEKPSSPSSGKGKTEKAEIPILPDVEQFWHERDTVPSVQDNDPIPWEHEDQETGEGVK
TEAD-YAP block: TEAD-YAP interaction inhibition, primary screen, TEAD-YAP interaction inhibitor project, luminescence, HEK-TIYL cells; TEAD-Gal4/YAP UAS-luciferase luminescence; inhibition, % at 9.12 µM; 640,000 compounds, 1.4% hits; AID 1259422, 2018; in the data active = inhibition above about 32%;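 note: 0% = median of test compound wells and 100% = reference inhibitor wells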
FBW7 act: FBW7 E3 ligase activators, primary screen, biochemical, AlphaScreen, human | F-box/WD repeat-containing protein 7 (Homo sapiens), Q969H0 | AlphaScreen FBW7–phospho-cyclin E peptide binding, activator screen | normalized activity (activation), % at 26.1 µM | 650,000 compounds, 0.13% hits | AID 1259310, 2017; in the data active = normalized activity above about 1.9%;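 note: purified mutant Fbw7 with reduced substrate affinity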
MITF primary: MITF inhibitors, primary screen, biochemical, AlphaScreen, human; 650,000 compounds, 0.91% hits; Microphthalmia-associated transcription factor (Homo sapiens), O75030; inhibition, % at 2.6 µM; AlphaScreen MITF homodimerization, bead proximity signal; in the data active = inhibition above about 50%;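 note: 0% = vehicle wells with protein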
Target sequence (O75030 whole entry, looked up): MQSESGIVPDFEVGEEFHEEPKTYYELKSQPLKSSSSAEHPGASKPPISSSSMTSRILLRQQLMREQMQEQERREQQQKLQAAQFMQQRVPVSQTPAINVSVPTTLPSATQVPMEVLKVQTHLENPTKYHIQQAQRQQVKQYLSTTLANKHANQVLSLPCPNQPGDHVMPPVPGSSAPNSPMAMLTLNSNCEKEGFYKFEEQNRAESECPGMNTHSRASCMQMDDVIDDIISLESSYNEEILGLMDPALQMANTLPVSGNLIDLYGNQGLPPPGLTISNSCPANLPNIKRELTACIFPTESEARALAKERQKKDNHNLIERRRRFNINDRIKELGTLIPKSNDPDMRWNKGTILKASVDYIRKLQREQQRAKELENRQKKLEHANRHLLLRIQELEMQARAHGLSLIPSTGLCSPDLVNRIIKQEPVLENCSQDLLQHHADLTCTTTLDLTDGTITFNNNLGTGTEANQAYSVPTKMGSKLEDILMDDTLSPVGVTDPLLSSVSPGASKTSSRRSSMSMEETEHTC
* marks the source's active call; other numbers are inactive results.

[1] COc1ccc(N2C(=O)CN(Cc3nc4ccccc4[nH]3)CC2(C)C)cc1
[2] COc1cccc(NC(=O)Nc2nnc(N3CCCCCC3)s2)c1
[3] O=C(CCS(=O)(=O)c1ccc(Br)s1)N1CCCc2ccccc21
[4] CCCN(CCC)S(=O)(=O)c1cc(Br)cc2c1N(C(C)=O)CC2
[5] C=CC1(C)CCC2C(O1)c1ccccc1OC2(C)C (stereo not drawn)
[6] Fc1ccc(Nc2nc3ccc(F)cc3s2)cc1
Screen / compound no.	1	2	3	4	5	6
GPR151 ag	-0.8	-2.4	0.0	0.7	3.6	1.2
TEAD-YAP block	1	-8	4	3	-5	-56
FBW7 act	0.1	-0.1	0.1	-0.1	-0.1	0.2
MITF primary	13	6	11	-1	-3	2

[7] CC(C)Oc1ccc(CNC(=O)C2CCCCC2)cc1
[8] COc1cc(/C=C2/C(=O)NC(=O)N(c3ccccc3F)C2=O)cc(Br)c1OC
[9] COc1ccc(CCNC(=O)CN2C(=O)C3(OCCCO3)c3ccccc32)cc1OC
[10] COCCNCCOc1c(C)cccc1C(C)(C)C
[11] CCCCN(C)CCNC(=O)c1ccc2c(c1)NC(=O)C(N1CCCCC1)S2 (stereo not drawn)
[12] O=C(CN1CCN(C(=O)Nc2cccs2)CC1)c1cccs1
Screen / compound no.	7	8	9	10	11	12
GPR151 ag	4.5	0.6	-1.1	0.6	-0.3	1.1
TEAD-YAP block	-30	-1	13	4	1	10
FBW7 act	0.1	-0.2	-0.2	0.0	0.1	0.1
MITF primary	3	1	-12	80*	3	6

[13] O=C(Nc1ccc(Cl)cc1)c1oc2ccccc2c1NC(=O)C1CC1
[14] c1ccc(CNc2nc(NCc3cccnc3)nc3c2ncn3-c2ccsc2)cc1
[15] CCC(C)c1ccccc1OCCOc1ccc(/C=C2/C(=N)N3N=C(C)SC3=NC2=O)cc1OC (stereo not drawn)
[16] CC1NC(=O)N(C)C2NC(=O)N(C)C(C)C12 (stereo not drawn)
[17] CCSc1nnc2c(n1)OC(c1cccc(OC)c1OC)Nc1ccccc1-2 (stereo not drawn)
[18] CCOC(=O)c1c(C)n(-c2ccc(C)cc2)c2ccc(O)cc12
Screen / compound no.	13	14	15	16	17	18
GPR151 ag	0.9	-2.5	0.1	0.3	1.7	2.3
TEAD-YAP block	-20	32	9	1	-12	-15
FBW7 act	0.0	0.0	0.1	0.0	-0.1	-0.1
MITF primary	5	11	12	2	-5	12

[19] CCCCOCC1CN(c2ccccc2)C(=O)CS1 (stereo not drawn)
[20] CCOc1ccccc1N1CCN(S(=O)(=O)c2ccc(Cl)s2)CC1
[21] Cc1nccn1CCN(C)Cc1c(C(=O)N2CCCCCCC2)nc2sccn12
[22] COc1ccc(S(=O)(=O)N2CCCC(C(=O)c3ccc4ccccc4c3)C2)cc1 (stereo not drawn)
[23] COc1cc(/C=N/NS(=O)(=O)c2ccc(Br)cc2)cc(OC)c1O
[24] CCOc1ccccc1C1Nc2ccccc2NC2=C1C(=O)CC(c1ccccc1Cl)C2 (stereo not drawn)
Screen / compound no.	19	20	21	22	23	24
GPR151 ag	-1.2	-0.1	-0.1	1.4	-0.7	0.2
TEAD-YAP block	-10	-3	9	0	-1	-4
FBW7 act	-0.1	0.2	0.1	-0.1	0.0	-0.1
MITF primary	0	19	4	-3	1	-5

[25] COC(=O)Cc1c(C)c2ccc(OCC(=O)Nc3ccc(C)cc3)c(C)c2oc1=O
[26] CC(C)(C)C(=O)NC1=NN(c2c(Cl)cc(Cl)cc2Cl)C(=O)C1
[27] Nc1ccc2nc(-c3ccccc3Br)sc2c1
[28] Cc1cc(C)c(S(=O)(=O)Nc2ccc(C#N)cc2)c(C)c1
[29] COc1ccc(C(C)NC(=O)c2ccc(C(C)(C)C)cc2)cc1 (stereo not drawn)
[30] CC(=O)Oc1ccc(N2C(=O)C3C(C2=O)C2(C)C=CC3(C)O2)cc1 (stereo not drawn)
Screen / compound no.	25	26	27	28	29	30
GPR151 ag	-0.3	0.9	-3.7	-0.7	0.8	0.1
TEAD-YAP block	1	-1	25	-3	-2	2
FBW7 act	0.0	-1.5	-0.1	0.6	0.0	-0.2
MITF primary	3	0	-1	-10	6	0

Entries of single compounds, quoted from the list:
Entry for CC(=O)Oc1ccc(N2C(=O)C3C(C2=O)C2(C)C=CC3(C)O2)cc1 (stereo not drawn) → GPR151 ag: 0.1; TEAD-YAP block: 2; FBW7 act: -0.2; MITF primary: 0
Entry for Nc1ccc2nc(-c3ccccc3Br)sc2c1 → GPR151 ag: -3.7; TEAD-YAP block: 25; FBW7 act: -0.1; MITF primary: -1

(list continues)
[31] O=C(NCCC1=CCCCC1)C(=O)NCc1ccccc1Cl
[32] Cc1ccc(OCc2ccc(C(=O)Nc3ccc(I)cc3)cc2)cc1
[33] O=C(Nc1ccc(N2CCOCC2)cc1)c1cnc(Nc2ccccn2)s1
[34] C=CCNC(=S)Nc1cccc(Cl)c1
[35] CCOC(=O)N/N=C(/C)c1ccc(I)cc1
[36] C/C(=N/Nc1ccc(F)cc1)c1ccc(O)c(C(N)=O)c1
Screen / compound no.	31	32	33	34	35	36
GPR151 ag	-1.3	-1.0	3.6	0.2	-0.1	-1.5
TEAD-YAP block	2	-3	-4	-1	-23	-10
FBW7 act	0.0	0.1	-0.3	0.2	0.3	0.1
MITF primary	4	-7	16	13	8	4

[37] Cc1ccc(Cn2c(=S)[nH]c3cc4c(cc3c2=O)OCO4)o1
[38] CNS(=O)(=O)c1cc(N)ccc1C
[39] Cn1c(=N)n(CC(=O)c2cc(C(C)(C)C)c(O)c(C(C)(C)C)c2)c2ccccc21
[40] COC(=O)Nc1nnc(-c2ccc(F)cc2)s1
[41] COc1ccc(-n2nnnc2C2CCN(S(=O)(=O)c3cc(Cl)ccc3C)CC2)cc1
[42] CCCn1cnc2sc(C(=O)N3CC(C)CC(C)C3)c(C)c2c1=O (stereo not drawn)
Screen / compound no.	37	38	39	40	41	42
GPR151 ag	2.4	0.4	-2.0	-4.8	-0.1	0.4
TEAD-YAP block	5	1	9	-35	7	14
FBW7 act	-0.4	-0.1	0.3	-0.1	0.3	0.1
MITF primary	5	-22	9	-1	10	18

[43] CC1CCCN(CCC(=O)Nc2ccccc2)C1 (stereo not drawn)
[44] COc1ccc(CCNc2nc(SCc3ccccc3F)nc3ccccc23)cc1OC
[45] CN1CCN(C(=O)c2ccc(-c3ncc(C(=O)NCCO)s3)cc2)CC1
[46] Cc1nnn(C23CC4CC(CC(C(=O)Nc5ccc(Br)cc5F)(C4)C2)C3)n1
[47] COc1ccc(Nc2ncccc2C(=O)N2CCCCC2)cc1OC
[48] c1ccc(-n2cnc3c(NCc4nc5ccccc5[nH]4)nc(Nc4ccccn4)nc32)cc1
Screen / compound no.	43	44	45	46	47	48
GPR151 ag	-0.1	1.7	1.0	-0.5	0.0	-1.3
TEAD-YAP block	7	2	4	0	-8	53*
FBW7 act	0.4	0.0	-0.1	-0.1	-0.2	-0.2
MITF primary	16	-7	-1	-30	-17	-3

[49] CC1CCN(c2ccc(N)cc2C(N)=O)CC1
[50] COc1ccc(C2=NN(CC(=O)NC3CCCC3)C(=O)CC2)cc1
[51] CN1C(=O)C(C)(C)c2cc(S(=O)(=O)NCCC(=O)NCc3ccc(F)cc3)ccc21
[52] O=C(NCc1n[nH]c(=S)n1-c1cccc(Cl)c1)c1cccc(F)c1
[53] COc1cc(C2C(C(=O)OC(C)C)=C(C)NC3=C2C(=O)CC(c2cccs2)C3)cc([N+](=O)[O-])c1O (stereo not drawn)
[54] Cc1nnc(NC(=O)CSc2nc3c(c(=O)n2-c2ccc(F)cc2)SCC3)s1
Screen / compound no.	49	50	51	52	53	54
GPR151 ag	1.0	0.2	1.7	-1.5	-1.7	0.5
TEAD-YAP block	2	-13	6	0	6	-6
FBW7 act	0.0	-0.2	0.2	-0.1	0.0	0.1
MITF primary	9	1	18	-8	-19	-2

[55] Cc1cc(C(=O)Nc2ccc3c(c2)OCO3)on1
[56] CN1CCN(Cc2c(O)ccc3cc(-c4nc5ccccc5n4C)c(=O)oc23)CC1
[57] COC(=O)C(C)N1C(=O)S/C(=C/c2ccc(Cl)cc2Cl)C1=O (stereo not drawn)
[58] COC(=O)c1ccc(NC(=O)CCc2ccccc2)cc1
[59] Cc1ccc(/C=C2\N=C(c3cc(F)c(F)cc3Cl)OC2=O)cc1
[60] CCn1c(=O)n(CC(=O)Nc2ccccc2N2CCOCC2)c2cccnc21
Screen / compound no.	55	56	57	58	59	60
GPR151 ag	-0.1	-1.2	0.6	-0.7	0.6	1.0
TEAD-YAP block	-27	-14	12	-24	3	-1
FBW7 act	0.3	-0.1	0.2	0.8	-0.1	-0.2
MITF primary	-7	-7	5	3	11	-6

Laid out differently: 12 of the compounds above
item	mol	GPR151 ag	TEAD-YAP block	FBW7 act	MITF primary
49	CC1CCN(c2ccc(N)cc2C(N)=O)CC1	1.0	2	0.0	9
50	COc1ccc(C2=NN(CC(=O)NC3CCCC3)C(=O)CC2)cc1	0.2	-13	-0.2	1
51	CN1C(=O)C(C)(C)c2cc(S(=O)(=O)NCCC(=O)NCc3ccc(F)cc3)ccc21	1.7	6	0.2	18
52	O=C(NCc1n[nH]c(=S)n1-c1cccc(Cl)c1)c1cccc(F)c1	-1.5	0	-0.1	-8
53	COc1cc(C2C(C(=O)OC(C)C)=C(C)NC3=C2C(=O)CC(c2cccs2)C3)cc([N+](=O)[O-])c1O (stereo not drawn)	-1.7	6	0.0	-19
54	Cc1nnc(NC(=O)CSc2nc3c(c(=O)n2-c2ccc(F)cc2)SCC3)s1	0.5	-6	0.1	-2
55	Cc1cc(C(=O)Nc2ccc3c(c2)OCO3)on1	-0.1	-27	0.3	-7
56	CN1CCN(Cc2c(O)ccc3cc(-c4nc5ccccc5n4C)c(=O)oc23)CC1	-1.2	-14	-0.1	-7
57	COC(=O)C(C)N1C(=O)S/C(=C/c2ccc(Cl)cc2Cl)C1=O (stereo not drawn)	0.6	12	0.2	5
58	COC(=O)c1ccc(NC(=O)CCc2ccccc2)cc1	-0.7	-24	0.8	3
59	Cc1ccc(/C=C2\N=C(c3cc(F)c(F)cc3Cl)OC2=O)cc1	0.6	3	-0.1	11
60	CCn1c(=O)n(CC(=O)Nc2ccccc2N2CCOCC2)c2cccnc21	1.0	-1	-0.2	-6

Remaining list, next part.
[61] OC(c1ccccc1)c1n[nH]c(=S)n1-c1ccccc1 (stereo not drawn)
[62] CCc1c(C)nc(SCC(N)=O)c(C#N)c1C
[63] COc1cccc(CN2CCN(Cc3ccc4nsnc4c3)CC2CCO)c1 (stereo not drawn)
[64] O=C1N(c2ccccc2)C[C@@H]2C[C@@H](c3cccn3-c3ncccn3)N3CCC[C@@]123
[65] O=C(CN1CCC(c2nnc(-c3ccc(F)cc3)o2)CC1)NC1CCCCC1
[66] Cn1c(=O)c2c(nc3n(CCC45CC6CC(CC(C6)C4)C5)c(-c4ccc(Br)cc4)cn23)n(C)c1=O
Screen / compound no.	61	62	63	64	65	66
GPR151 ag	-1.8	0.0	2.4	-0.2	0.3	-0.7
TEAD-YAP block	-16	0	1	-11	8	6
FBW7 act	0.0	0.1	0.1	0.0	0.2	0.4
MITF primary	-5	1	14	-1	-16	8

[67] CCN(CC)c1cccc(Oc2cc(NC(=O)c3cc4nc(-c5ccccc5)cc(C)n4n3)cc([N+](=O)[O-])c2)c1
[68] O=C(CSc1nc2ccccc2c(=O)n1CC1CCCO1)N1CCN(c2ccccc2)CC1 (stereo not drawn)
[69] CCOCC(=O)Nc1cc(C)cc(C)c1
[70] COc1ccc(C(C)=O)cc1CSc1nc2cc(C(=O)NCc3ccco3)ccc2c2nc3ccccc3n12
[71] Cc1ccc2onc(CC(=O)Nc3nc(C)cs3)c2c1
[72] O=C1C(Cl)=C(N2CCCC2)C(=O)C(Cl)=C1N1CCCC1
Screen / compound no.	67	68	69	70	71	72
GPR151 ag	-1.2	-0.6	-0.9	0.5	1.6	-0.9
TEAD-YAP block	-1	4	12	2	-19	1
FBW7 act	0.0	-0.1	0.1	-0.1	-0.1	-0.1
MITF primary	3	1	5	-6	3	35

[73] CC(C)(C)NC(=O)C(c1ccc(F)cc1)N(C(=O)c1csnn1)c1ccccc1F (stereo not drawn)
[74] Cc1nc2cc(C(=O)O)ccc2n1-c1ccccc1
[75] CCC(=O)Nc1ccc(-c2nc3c(ccc4ccccc43)o2)cc1
[76] Oc1ccccc1-c1nc2cnccn2c1NCc1ccccc1
[77] CC(C)N1C(=O)S/C(=C/c2ccc(I)cc2)C1=O
[78] COCCOC(=O)C1=C(C)OC(N)=C(C#N)C1c1ccc(OC)c(OC)c1 (stereo not drawn)
[79] Cc1ccc(-c2[nH]ncc2CNCc2cccc(F)c2)cc1
[80] COCCOC(=O)c1ccc(NC(=O)COc2ccc(OC)cc2)cc1
[81] Cc1cc(NC(=O)c2ccc(S(=O)(=O)N(C)C)cc2)no1
Screen / compound no.	73	74	75	76	77	78	79	80	81
GPR151 ag	1.5	1.0	-0.8	-1.1	-0.6	-2.1	-1.4	1.6	-0.2
TEAD-YAP block	6	2	-45	-7	-40	2	-2	3	-15
FBW7 act	0.1	0.1	0.1	0.1	0.0	0.1	-0.1	0.2	0.8
MITF primary	9	-3	0	11	0	4	5	-1	17
